# Assay outcomes (PubChem BioAssay)
# OX1R FRET antag – blocks the human orexin 1 receptor. OX1R-expressing cells, FRET antagonist read-out. inhibition, % at 6.6 µM. 330,000 compounds, 1.8% hits; in the data active = inhibition mostly above about 38%, no sharp cut-off; inactive = mostly below about 40%;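 also: 0% = agonist challenge alone and 100% = reference antagonist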
# Target sequence (O43613 whole entry, looked up): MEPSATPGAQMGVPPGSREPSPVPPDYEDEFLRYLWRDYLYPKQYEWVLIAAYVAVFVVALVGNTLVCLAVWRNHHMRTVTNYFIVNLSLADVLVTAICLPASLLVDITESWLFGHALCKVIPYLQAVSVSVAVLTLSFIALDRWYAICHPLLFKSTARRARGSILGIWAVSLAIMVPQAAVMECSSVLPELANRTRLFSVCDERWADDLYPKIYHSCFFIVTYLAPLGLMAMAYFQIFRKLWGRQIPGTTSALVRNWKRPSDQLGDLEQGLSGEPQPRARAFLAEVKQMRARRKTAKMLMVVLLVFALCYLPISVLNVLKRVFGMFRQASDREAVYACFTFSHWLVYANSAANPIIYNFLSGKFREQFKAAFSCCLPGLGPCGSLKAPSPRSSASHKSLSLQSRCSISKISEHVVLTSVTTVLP
# STK33 kinase inh – blocks human STK33 kinase activity; Q9BYT3; purified STK33, MBP phosphorylation, ADP-Glo luminescence; inhibition, % at 10 µM; 320,000 compounds, 0.073% hits; AID 2661;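 active = inhibition at or above 25%, using the most active replicate where run in duplicate; inactive = inhibition below 25%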
# Target sequence (Q9BYT3 whole entry, looked up): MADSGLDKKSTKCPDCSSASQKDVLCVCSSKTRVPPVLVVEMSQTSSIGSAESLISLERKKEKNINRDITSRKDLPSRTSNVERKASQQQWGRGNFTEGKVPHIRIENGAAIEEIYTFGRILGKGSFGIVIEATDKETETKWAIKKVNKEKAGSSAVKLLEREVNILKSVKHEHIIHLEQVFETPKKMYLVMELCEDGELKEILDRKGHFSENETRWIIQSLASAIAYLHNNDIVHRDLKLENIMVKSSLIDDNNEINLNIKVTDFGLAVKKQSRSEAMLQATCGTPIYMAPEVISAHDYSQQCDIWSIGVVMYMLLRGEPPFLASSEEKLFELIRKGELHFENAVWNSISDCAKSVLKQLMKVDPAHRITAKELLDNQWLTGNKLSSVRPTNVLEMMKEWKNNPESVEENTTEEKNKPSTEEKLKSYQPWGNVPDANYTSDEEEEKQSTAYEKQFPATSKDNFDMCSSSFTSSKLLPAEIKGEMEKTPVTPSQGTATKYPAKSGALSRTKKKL
# KCNQ2 inh – KCNQ2 channel blockers in CHO-K1 cells – cell-based, FluxOR thallium flux, B-score, primary screen (AID 2156). O88943. 20 min; stronger effect = lower value. B-score at 10 µM. 310,000 compounds, 1.1% hits;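 active = fluorescence ratio B-score at most minus 3 library SDs, with starting brightness B-score within 2 library SDs, cut at about -5.5 in these data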
# * = called active by the depositor; i = inactive; / = not tested or not shown.
SMILES,OX1R FRET antag,STK33 kinase inh,KCNQ2 inh
COc1cccc(-c2cnc(OC(C)(C)C)nc2OC(C)(C)C)c1,11,-1.1,-7*
N/C(=N\OC(=O)N1CCOCC1)c1ccccc1,9,-0.7,i
O=C(Cc1cn2ccsc2n1)OCc1nc2ccccc2s1,13,0.7,i
Cc1ccc2cc(CN(Cc3cccs3)C(=O)c3ccco3)c3nnnn3c2c1C,46,-1.3,-6*
COc1ccccc1OCC(=O)NCCSCc1cccc(Cl)c1,9,-0.2,-6.4*
Cc1ccc(NC(=O)c2cc(N3C(=O)C4CCCCC4C3=O)ccc2N2CCOCC2)cc1 (stereo not drawn),-1,-1.1,i
C=CC[C@@H](CC(=O)N[C@H](CO)Cc1ccccc1)C(=O)N[C@H](COC(=O)[C@@H](CC=C)CC(=O)OC(C)(C)C)Cc1ccccc1,10,0.1,/
COc1ccc(NC(=O)CN(C)C(=O)c2cn(-c3ccccc3)nc2-c2ccc(OC)cc2)cc1,7,-0.1,/
COc1ccc(NC(=O)COC(=O)c2n[nH]c3ccccc23)c(OC)c1,27,-0.4,/
COc1ccc(N2CCN(C(=S)NCCc3ccccc3)CC2)cc1,6,-1.3,i
Fc1ccc(C2=Nn3c(Cc4ccccc4F)nnc3SC2)cc1,31,-1.5,i
Nc1ccc(CN2CCOCC2)cc1,3,-2.3,i
CC1CC1C(=O)OCC(=O)N(C)c1c(N)n(Cc2ccccc2)c(=O)[nH]c1=O (stereo not drawn),14,0.0,i
Cn1c(SCC(=O)N/N=C/c2ccc(O)c(O)c2)nc2ccccc21,12,0.5,i
CN(CC(=O)Nc1c(Cl)cccc1Cl)C(=O)c1cccn1C,2,-3.0,i
COc1cc(Cl)ccc1NC(=O)COc1ccccc1C(=O)N1CCN(c2ccc(O)cc2)CC1,16,0.3,i
Cc1c(C(=O)Nc2ccc(S(=O)(=O)N3CCOCC3)cc2)cccc1[N+](=O)[O-],14,/,i
CSc1ccc(/C=N/NC(=O)c2ccc(-n3cnnn3)cc2)cc1,6,0.0,/
O=S(=O)(Cc1ccccc1)N1CCC(c2nc(-c3cccs3)no2)CC1,5,-0.7,i
N#C/C(=N\Nc1ccc(S(=O)(=O)N2CCCCC2)cc1)C(N)=S,36,-0.7,i

# Reprinted at random: 2 compounds from above
SMILES,OX1R FRET antag,STK33 kinase inh,KCNQ2 inh
C=CC[C@@H](CC(=O)N[C@H](CO)Cc1ccccc1)C(=O)N[C@H](COC(=O)[C@@H](CC=C)CC(=O)OC(C)(C)C)Cc1ccccc1,10,0.1,/
Nc1ccc(CN2CCOCC2)cc1,3,-2.3,i

# The listing continues.
SMILES,OX1R FRET antag,STK33 kinase inh,KCNQ2 inh
CCOC(=O)N1CCN(Cc2nc3cc(NC(=O)C(C)C)ccc3n2C)CC1,-10,-5.3,i
Cc1cc(=O)[nH]c(SCC(=O)Nc2cccc3ccccc23)c1C#N,41,-0.9,i
COCCn1c(SCC(=O)N2CCCc3ccccc32)nc2c(c1=O)SC(C)C2 (stereo not drawn),20,-0.5,i
CN(C)c1nc(-c2ccccc2)c2cnn(Cc3ccccc3)c2n1,13,-1.5,i
CNC(=S)N(Cc1ccco1)Cc1cc2cc(OC)ccc2[nH]c1=O,1,2.0,i
O=c1[nH]c(/C=C\c2ccc(O)c(Cl)c2)nc(O)c1[N+](=O)[O-],51*,-8.9,i
Cc1ccc(S(=O)(=O)N2CCC(c3nc4c(nnn4Cc4ccccc4)c(=O)[nH]3)CC2)cc1,7,12,i
C/C(=N/NC(=O)Cn1nc2ccccc2n1)c1ccc(F)cc1,18,-1.9,i
O=C(NCC(c1ccc(F)cc1)N1CCOCC1)c1nn(-c2ccccc2)c(=O)c2ccccc12 (stereo not drawn),9,0.9,/
Clc1ccc(N=C2SCC3CCCCN23)cc1 (stereo not drawn),14,0.3,i
CCCOC(=O)c1c(N)sc2c1CCC2,12,0.5,i
Cc1cc(C(=O)OCC(=O)NC(C)(C)C)c2ccccc2n1,14,-2.3,i
Cc1ccccc1-c1nnc(SCc2ccccc2F)o1,13,0.7,i
O=C(Nc1nn[nH]n1)c1cc(-c2ccc(Cl)c(Cl)c2Cl)nc2ccccc12,8,-0.9,i
COC(=O)c1ccc(C23CC4(C2)[C@H](CN(Cc2cccnc2)[C@@H]4c2ccccc2)C3c2ccccc2)cc1 (stereo partly drawn),32,-0.1,i
COc1ccccc1NC(=O)C(C)OC(=O)CCNS(=O)(=O)c1ccc(C)c(C)c1 (stereo not drawn),12,-0.9,i
N#Cc1cccc(C#N)c1N1CCC(C#N)CC1,14,-0.1,i
CC(C)CCn1c(CN(C)Cc2ccccc2)nc2c1c(=O)n(C)c(=O)n2C,17,-0.5,i
O=C(NC1CC1)C1=C[C@H](c2coc3ccccc3c2=O)C[C@H](OCCCCO)O1,10,-1.3,i
Cc1cc(N2CCC(C(=O)NC3CCCCC3)CC2)nc(-c2ccccc2)n1,-2,-1.0,i
NS(=O)(=O)c1ccc(CCNC(=O)C2CCCN2C(=O)OCc2ccccc2)cc1 (stereo not drawn),-1,-0.1,i
CC(C)[C@H](NC(=O)[C@@H]1Cc2ccccc2CN1C(=O)OC(C)(C)C)C(=O)NCC1CCC(C(=O)O)CC1 (stereo partly drawn),5,-1.0,i
O=c1ccc(-c2ccc(S(=O)(=O)N3CCN(c4ccccc4)CC3)o2)n[nH]1,5,-0.3,i
CCc1cc(=O)n2[nH]c(C)c(-c3ccc(OC)cc3)c2n1,1,-0.5,i
O=C(NNC(=O)c1cc2ccccc2[nH]1)OCc1ccccc1,12,0.0,/
Cn1ncc(N2CCN(S(=O)(=O)c3ccc(Br)cc3)CC2)c(Cl)c1=O,10,-0.8,i
Cc1ccc(S(=O)(=O)Oc2cccc(/C=N/Nc3ccc(C(=O)O)cc3)c2)cc1,20,-1.9,i
CC1=NN(c2ccccc2C(=O)O)C(=O)C1N=Nc1ccccc1 (stereo not drawn),1,-2.3,i
Cc1cccc(C)c1NC(=O)N1C2CCCC1CC(NC(=O)C(C)(C)C)C2 (stereo not drawn),3,-1.2,i
Cc1ccccc1SCC(=O)Nc1cccc(C#N)c1,12,-1.9,i
COc1ccc(/C=C(\NC(=O)c2ccc([N+](=O)[O-])cc2)C(=O)NCCCN2CCOCC2)cc1,23,-1.0,i
Cc1ccc(C)c(S(=O)(=O)NNC(=O)Nc2ccccc2Cl)c1,29,9.6,i
COCCN(C(=O)c1oc2ccccc2c1COC)c1c(N)n(CC(C)C)c(=O)[nH]c1=O,3,-0.6,/
Cc1ccc(N(C(=O)c2cc3ccccc3oc2=O)C2C=CS(=O)(=O)C2)cc1 (stereo not drawn),-2,-2.5,i
Cc1ccc(-c2csc3ncnc(SCC(=O)NCC4CCCO4)c23)cc1 (stereo not drawn),3,-1.8,/
COC(=O)Cc1nnc(SCC(=O)Nc2ccccc2)c2ccccc12,25,-0.6,i
COc1ccc(C)cc1-n1nnnc1SCn1nnc2ccccc2c1=O,8,/,i
CCN(CC)C(=O)c1[nH]cnc1C(=O)Nc1cccc(C)c1,2,-1.2,/
CCOC(=O)/C(N=Nc1cc(C(=O)O)cc(C(=O)O)c1)=C(\O)CCl,11,-2.4,i
Cc1cccc(N2CC(C(=O)Nc3nnc(SCc4ccccn4)s3)CC2=O)c1 (stereo not drawn),15,0.0,i
COc1ccc(Nc2nc(N3CCCCC3)nc3ccccc23)c(OC)c1,10,-0.5,i
COc1ccc(C)cc1NC(=S)NNC(=O)c1c(Br)cnn1C,7,/,i
COc1ccc(CN2C(=NC(=O)COc3ccccc3)SC3CS(=O)(=O)CC32)cc1 (stereo not drawn),16,-0.4,i
N#CCCn1cc(C(=O)N2CCOCC2)c(-c2ccc3c(c2)OCCO3)n1,22,-1.2,i
CCCCn1c(=O)nc2n(-c3ccc(OC)cc3)c3ccccc3cc-2c1=O,23,0.9,i
CCCCOC(=O)C1=C(C)NC(=O)NC1c1cccc([N+](=O)[O-])c1 (stereo not drawn),-4,-0.3,i
COC(=O)c1cc(-c2cccs2)[nH]n1,3,-0.9,i
COc1ccc2c(c1)C(=NNc1ccc(C(=O)O)cc1)c1cc(OC)ccc1-2,1,-2.8,i
COC(=O)c1sccc1NC(=O)c1ccnn1C,13,-0.7,i
Cc1cccc(C(=O)Nc2nsc(N)n2)c1,21,-1.4,i
CN(CCCC(=O)NC1CC(C)(C)NC(C)(C)C1)S(=O)(=O)c1ccc([N+](=O)[O-])cc1,79*,-1.7,i
Cc1cc(C)nc(NS(=O)(=O)c2ccc(NC(=O)c3cccc(N4C(=O)CCC4=O)c3)cc2)n1,3,0.2,i
CC(C)(C)NCCOCCOc1ccc(Cl)cc1C(C)(C)C,7,-0.6,i
COc1ccc2cc(CN(CCc3ccccc3)Cc3nnnn3CC3CCCO3)c(=O)[nH]c2c1 (stereo not drawn),24,0.2,i
COc1ccc(NS(=O)(=O)c2ccc(S(=O)(=O)N(C)C)cc2)cc1S(N)(=O)=O,6,0.2,i
COc1ccc(NC(=O)OCCn2c([N+](=O)[O-])cnc2C)cc1,19,-1.4,i
CC(=O)Nc1sc2c(c1C(c1cccc(F)c1)N1CCN(CCO)CC1)CCCC2 (stereo not drawn),10,-1.4,i
Cc1nc2c(C)cccc2cc1C(=O)N/N=C/c1cccc([N+](=O)[O-])c1,3,-1.8,i
CC(C)(C)c1csc(NC(=O)Cc2ccc(S(=O)(=O)N3CCOCC3)s2)n1,28,/,i
COc1ccc(-c2nc3c4ccccc4ccn3c2CN2CCCCC2)cc1,45,-1.2,i

# The listing continues:
SMILES,OX1R FRET antag,STK33 kinase inh,KCNQ2 inh
CC1CCN(c2ccc(/C=N\Nc3nncn3N)cc2[N+](=O)[O-])CC1,41,-0.1,/
O=c1c(-c2ccc(F)cc2)coc2c3c(ccc12)OCCO3,6,-0.5,i
N#CCC(=N)N1CCN(c2ccccc2)CC1,17,-7.5,i
Cc1ccc(C(=O)N2CCc3cc4c(cc3C2C)OCCCO4)cc1 (stereo not drawn),14,-1.7,i
COc1ccc(-c2cn3cc(C(F)(F)F)cc(Cl)c3n2)cc1,6,0.1,i
CCOC(=O)c1ccc(NC(=O)CN2CCN(Cc3ccccc3)CC2)cc1,9,-0.3,i
O=C(Nc1ccc(N2CCCCC2)cc1)c1ccccn1,5,8.5,i
Cc1cc(C(=O)NCC(=O)Nc2c(C)cccc2C)c2ccccc2n1,3,-0.2,/
NC(=O)COC(=O)c1ccc2c(c1)S(=O)(=O)c1ccccc1C2=O,64*,-4.7,i
CCOc1ccccc1N=C1SC(CC(=O)Nc2ccc(OC)cc2OC)C(=O)N1CCC1=CCCCC1 (stereo not drawn),3,-0.1,i
Cc1cc(C)c(NC(=O)c2ccc(S(=O)(=O)N(C)C)cc2)c(C)n1,8,-2.6,i
CCOC(=O)c1c(C)n(OCc2ccccc2)c2ccc3c(no[n+]3[O-])c12,8,-1.5,i
O=C(c1ccccc1)N1CCN(c2ccc([N+](=O)[O-])c(NCc3cccnc3)c2)CC1,34,-2.2,i
Cc1ccc(C(=O)/C=C/c2ccc3c(c2)OCO3)o1,16,0.7,i
CCN(C(=O)COC(=O)c1ccc2c(c1)OCO2)c1ccc(F)cc1,7,-0.5,/
CC(C)c1nc(SCC(=O)Nc2ccc3c(c2)OCO3)n[nH]1,13,-0.9,i
CCn1ccnc1C(O)c1ccc(N(C)C)cc1 (stereo not drawn),8,-2.1,i
Cc1ccc(C)c(C(=O)NC2CC(C)(C)NC(C)(C)C2)c1,8,-5.3,i
Cc1ccc(C(=O)C(C)OC(=O)CN2C(=O)NC3(CCCC3)C2=O)cc1 (stereo not drawn),14,-1.4,i
Cc1ccc(S(=O)(=O)N2CCOC2CNC(=O)C(=O)NCCc2ccccc2)cc1 (stereo not drawn),44,-0.2,i

# 4 compounds already listed, arranged by length of the SMILES, descending:
SMILES,OX1R FRET antag,STK33 kinase inh,KCNQ2 inh
Cc1ccc2cc(CN(Cc3cccs3)C(=O)c3ccco3)c3nnnn3c2c1C,46,-1.3,-6*
COc1ccc(Nc2nc(N3CCCCC3)nc3ccccc23)c(OC)c1,10,-0.5,i
CN(CC(=O)Nc1c(Cl)cccc1Cl)C(=O)c1cccn1C,2,-3.0,i
Cc1ccccc1-c1nnc(SCc2ccccc2F)o1,13,0.7,i

# (cont.)
SMILES,OX1R FRET antag,STK33 kinase inh,KCNQ2 inh
CCN(CC)S(=O)(=O)c1ccc2c(c1)nc(CCC(=O)Nc1ccc3c(c1)OCO3)n2C,-6,10,i
Cc1ccccc1-c1nnc(SCC(=O)NCC2CCCO2)o1 (stereo not drawn),3,-0.3,/
O=C1CCN(Cc2ccccc2)S(=O)(=O)c2ccc(C(F)(F)F)cc21,0,0.3,/
CNS(=O)(=O)c1cccc(C(=O)Nc2cccnc2)c1,1,0.3,i
CCOc1ccc(C(=O)Nc2ccc3c(c2)C(=O)NC3=O)cc1,8,-1.2,i
CCOc1ccc(-n2c(C)c(C(C)=O)c3cc(O)ccc32)cc1,3,-0.5,i
C=C1C(=O)[C@@]23[C@H](O)C[C@@H]4C(C)(C)CC[C@H](O)[C@@]4(C)[C@@H]2CC[C@@H]1[C@H]3O,17,0.6,i
O=C(NCc1ccncc1)c1cccc(S(=O)(=O)Nc2ccc(SC(F)F)cc2)c1,7,-0.4,i
Cc1nn(-c2ccccc2)c(/N=C/c2ccc(O)cc2)c1-c1ccccc1,21,-0.2,i
COc1cccc(CC(=O)N2CCCC(CO)(Cc3ccc(F)cc3F)C2)c1 (stereo not drawn),16,-1.3,i
